Pf apPOL block: Pf-apPOL DNA polymerase inhibition. Recombinant Pf-apPOL, molecular beacon fluorescence, 1.5 h. inhibition, % at 10 µM. 0.25% of 210,000 active
mHTT CaM bind: inhibitors of human mutant huntingtin-calmodulin interaction; P42858; AlphaScreen His-mHTT/GST-CaM binding, luminescence; inhibition, % at 15 µM; 3.6% of 190,000 active;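 note: 0% = both proteins with DMSO and 100% = one protein alone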
Target sequence (P42858 whole entry, looked up, stated change not applied): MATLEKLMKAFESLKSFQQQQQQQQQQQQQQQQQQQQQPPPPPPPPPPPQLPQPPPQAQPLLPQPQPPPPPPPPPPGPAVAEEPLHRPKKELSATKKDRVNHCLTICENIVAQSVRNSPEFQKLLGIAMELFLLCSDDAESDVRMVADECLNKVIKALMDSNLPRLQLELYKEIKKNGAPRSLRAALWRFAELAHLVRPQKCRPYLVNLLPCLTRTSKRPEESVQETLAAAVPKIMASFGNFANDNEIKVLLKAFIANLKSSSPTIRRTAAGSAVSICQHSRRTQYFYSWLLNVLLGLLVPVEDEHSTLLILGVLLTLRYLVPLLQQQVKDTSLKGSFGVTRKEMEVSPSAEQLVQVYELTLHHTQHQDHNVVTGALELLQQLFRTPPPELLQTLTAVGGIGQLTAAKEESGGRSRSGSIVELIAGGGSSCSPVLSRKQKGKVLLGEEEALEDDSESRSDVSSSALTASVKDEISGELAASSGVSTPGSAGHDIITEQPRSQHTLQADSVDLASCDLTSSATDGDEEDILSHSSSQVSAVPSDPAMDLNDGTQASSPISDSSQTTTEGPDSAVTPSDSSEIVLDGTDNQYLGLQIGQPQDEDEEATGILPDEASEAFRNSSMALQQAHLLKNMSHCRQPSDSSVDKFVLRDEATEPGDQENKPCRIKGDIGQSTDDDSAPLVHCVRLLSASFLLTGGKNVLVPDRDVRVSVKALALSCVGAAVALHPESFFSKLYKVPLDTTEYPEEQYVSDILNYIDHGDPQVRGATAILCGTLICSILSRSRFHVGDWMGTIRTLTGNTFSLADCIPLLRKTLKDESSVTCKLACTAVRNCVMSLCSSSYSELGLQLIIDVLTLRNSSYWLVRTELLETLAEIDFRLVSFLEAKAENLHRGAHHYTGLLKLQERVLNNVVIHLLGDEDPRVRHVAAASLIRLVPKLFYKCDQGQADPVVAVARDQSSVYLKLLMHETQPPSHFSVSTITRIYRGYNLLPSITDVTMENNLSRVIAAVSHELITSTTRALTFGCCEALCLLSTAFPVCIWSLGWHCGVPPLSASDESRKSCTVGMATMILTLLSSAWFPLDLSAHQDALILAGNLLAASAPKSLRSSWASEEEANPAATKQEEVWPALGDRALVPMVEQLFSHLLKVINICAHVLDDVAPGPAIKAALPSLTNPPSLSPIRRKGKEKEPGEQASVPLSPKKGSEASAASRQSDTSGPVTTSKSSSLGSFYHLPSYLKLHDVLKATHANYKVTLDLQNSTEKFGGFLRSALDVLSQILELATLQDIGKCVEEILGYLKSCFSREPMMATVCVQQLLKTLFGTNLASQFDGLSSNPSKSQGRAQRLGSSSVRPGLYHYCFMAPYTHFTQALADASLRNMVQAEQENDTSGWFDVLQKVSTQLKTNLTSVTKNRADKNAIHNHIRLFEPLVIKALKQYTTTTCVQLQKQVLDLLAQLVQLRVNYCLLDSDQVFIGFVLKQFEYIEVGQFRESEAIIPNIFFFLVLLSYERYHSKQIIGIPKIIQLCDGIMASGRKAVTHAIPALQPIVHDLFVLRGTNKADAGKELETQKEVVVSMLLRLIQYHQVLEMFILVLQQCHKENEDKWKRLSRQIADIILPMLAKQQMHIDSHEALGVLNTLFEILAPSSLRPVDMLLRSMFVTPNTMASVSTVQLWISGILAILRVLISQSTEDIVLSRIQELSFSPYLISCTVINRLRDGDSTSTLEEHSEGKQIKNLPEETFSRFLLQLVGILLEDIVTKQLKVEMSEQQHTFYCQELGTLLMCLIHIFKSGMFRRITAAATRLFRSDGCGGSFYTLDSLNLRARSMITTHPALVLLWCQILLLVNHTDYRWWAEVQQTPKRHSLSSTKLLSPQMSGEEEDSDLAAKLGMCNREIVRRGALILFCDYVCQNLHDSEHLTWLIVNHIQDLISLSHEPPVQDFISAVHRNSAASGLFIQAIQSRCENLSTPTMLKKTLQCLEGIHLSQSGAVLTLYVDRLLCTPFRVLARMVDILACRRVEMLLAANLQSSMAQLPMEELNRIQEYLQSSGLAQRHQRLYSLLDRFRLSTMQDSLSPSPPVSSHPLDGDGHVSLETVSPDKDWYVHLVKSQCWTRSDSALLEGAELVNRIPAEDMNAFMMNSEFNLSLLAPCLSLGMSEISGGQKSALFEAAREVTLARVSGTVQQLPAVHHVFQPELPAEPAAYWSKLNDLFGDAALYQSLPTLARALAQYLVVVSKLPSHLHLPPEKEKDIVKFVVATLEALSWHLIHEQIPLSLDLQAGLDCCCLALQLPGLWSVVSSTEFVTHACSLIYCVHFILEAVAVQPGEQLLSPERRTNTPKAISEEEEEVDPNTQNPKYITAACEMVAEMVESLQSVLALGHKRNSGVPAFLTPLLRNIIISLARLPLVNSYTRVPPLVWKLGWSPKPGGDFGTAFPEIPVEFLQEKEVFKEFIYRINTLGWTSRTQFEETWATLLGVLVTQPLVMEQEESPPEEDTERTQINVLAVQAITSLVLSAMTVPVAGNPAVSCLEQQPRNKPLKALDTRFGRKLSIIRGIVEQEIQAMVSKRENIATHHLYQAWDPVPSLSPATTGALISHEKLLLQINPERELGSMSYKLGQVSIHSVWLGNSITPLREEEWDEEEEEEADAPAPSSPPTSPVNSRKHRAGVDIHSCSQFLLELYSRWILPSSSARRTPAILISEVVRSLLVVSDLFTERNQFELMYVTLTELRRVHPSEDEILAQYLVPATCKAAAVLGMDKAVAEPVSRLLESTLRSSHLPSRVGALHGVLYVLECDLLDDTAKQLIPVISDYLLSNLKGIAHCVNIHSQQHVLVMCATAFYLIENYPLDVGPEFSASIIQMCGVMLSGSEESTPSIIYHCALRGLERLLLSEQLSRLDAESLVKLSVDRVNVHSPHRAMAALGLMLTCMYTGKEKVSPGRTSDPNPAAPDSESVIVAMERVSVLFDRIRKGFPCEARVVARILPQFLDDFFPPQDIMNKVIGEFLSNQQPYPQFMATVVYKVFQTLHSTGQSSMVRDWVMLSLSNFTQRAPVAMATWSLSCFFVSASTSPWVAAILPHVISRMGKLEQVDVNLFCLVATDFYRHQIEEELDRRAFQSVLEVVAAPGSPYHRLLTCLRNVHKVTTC
* = called active by the depositor; & = joins results of further samples. Cut-off read from the data, not from the text of the source: active = inhibition above about 50%; inactive = the rest.

`COCCOC(=O)c1c(C)oc2ccc(OCc3ccc(C(=O)OC)o3)cc12` gave Pf apPOL block -8 and mHTT CaM bind -8.
For COC(CNC(=O)c1cnn2c(C)c(Cc3ccccc3)c(C)nc12)OC the results were Pf apPOL block -4 and mHTT CaM bind 13.
Screening COc1cc(OC)c(NC(=O)N2CCc3cn(C)c4cccc(c34)C2)cc1Cl returned Pf apPOL block -3 and mHTT CaM bind -14.
For Cc1ccc(CN2CCCn3nc(C(=O)NCc4ccccn4)cc3C2=O)cc1 the results were Pf apPOL block 1 and mHTT CaM bind -5.
For COc1cccc(-c2cc(C(=O)NCC3CCCO3)c3ccccc3n2)c1 (configuration not stated) the results were Pf apPOL block -9 and mHTT CaM bind 4.
CC(C(=O)N1CCCc2c1c(=O)oc1ccc(O)cc21)N1CCOCC1 (configuration not stated) was read as Pf apPOL block -2 and mHTT CaM bind 0.
COC(=O)c1cccc(C(=O)Nc2ccc(C)cc2Cl)n1 was read as Pf apPOL block -3 and mHTT CaM bind -17.
`COc1ccc(C2=NN(C(=O)CCC(=O)O)C(c3cc4ccccc4nc3Cl)C2)cc1OC` (configuration not stated) gave Pf apPOL block -5 and mHTT CaM bind -1.
Screening COc1ccc(OC)c(N2C(N)=C(C#N)C(c3ccc(OC)c(O)c3)C3=C2CCCC3=O)c1 (configuration not stated) returned Pf apPOL block -2 and mHTT CaM bind 3.
For NC(=O)COc1ccc(Cl)cc1Cl the results were Pf apPOL block 0&-23.
For Cc1cc(I)ccc1NC(=O)CCCOc1ccc(Cl)cc1 the results were Pf apPOL block -4 and mHTT CaM bind -5.
For CCc1ccc(C2CC(c3cccc(C)c3)n3nc(N)nc3N2)cc1 (configuration not stated) the results were Pf apPOL block -1 and mHTT CaM bind 22.
Cn1cc2c(c1-c1ccccc1)c(=O)n(C)c(=O)n2C was read as Pf apPOL block -4 and mHTT CaM bind -1.
`CN(C)CCNC(=O)C1CCCN(c2nc3ccccc3o2)C1` (configuration not stated) gave Pf apPOL block -12 and mHTT CaM bind 1.
`Cc1cc(NC(=O)C2CCc3sc(C(=O)N4CCOCC4)cc3C2)ccc1F` (configuration not stated) gave Pf apPOL block -3 and mHTT CaM bind 34.
Screening Cn1nc(C(=O)Nc2ccc3c(c2)CN(C(=O)C2CC2)CC3)ccc1=O returned Pf apPOL block 3 and mHTT CaM bind 0.
COc1cc(-c2nc(=O)[nH]c3ccc(Br)cc23)cc(OC)c1OC was read as Pf apPOL block 1 and mHTT CaM bind -1.
`COc1ccccc1-n1nnc(C(=O)NCc2c(C)noc2C)c1-c1ccccn1` gave Pf apPOL block -10 and mHTT CaM bind -6.
Screening Cc1ccccc1-c1nc(C)c(C(=O)N2CCCC2)s1 returned Pf apPOL block -1 and mHTT CaM bind 2.
For O=C(Nc1ccccc1C#Cc1ccccc1NC(=O)c1ccccc1F)c1ccccc1F the results were Pf apPOL block -4 and mHTT CaM bind 0.
For Cc1ccc(-n2nc(C)c3sc(N4CCCN(C(=O)c5cccn5C)CC4)nc32)cc1 the results were Pf apPOL block 1 and mHTT CaM bind 10.
COc1ccc(CN2CCc3ccccc3C2)c(OC)c1 was read as Pf apPOL block 0 and mHTT CaM bind -6.
COc1cccc(C2=Cc3ccc(F)cc3C(CC(C)=O)N2c2ccc(-c3cc(OC)c(OC)c(OC)c3)cc2)c1 (configuration not stated) was read as Pf apPOL block -3 and mHTT CaM bind -25.
For CC1CC(C)CN(C(=O)C2c3ccccc3C(=O)N(C)C2c2cccs2)C1 (configuration not stated) the results were Pf apPOL block 49 and mHTT CaM bind 1.
Screening O=C1N=C(N2CCOCC2)S/C1=C/c1ccccc1OCc1ccc([N+](=O)[O-])cc1 returned Pf apPOL block -6 and mHTT CaM bind 3.
`Cn1c(=O)c2c(nc(Sc3ccccc3)n2Cc2ccc(Cl)cc2Cl)n(C)c1=O` gave Pf apPOL block 3&-4.
For Nc1nc(Cc2ccc([N+](=O)[O-])cc2)ns1 the results were Pf apPOL block -6 and mHTT CaM bind 6.
CCn1c(=O)c(C(=O)Nc2ccncc2)c(O)c2ccccc21 was read as Pf apPOL block -12 and mHTT CaM bind 12.
`CC(C)CCNC(=O)C1CCN(c2cc(N3CCCCC3)ncn2)CC1` gave Pf apPOL block -4 and mHTT CaM bind -6.
CC(C)(C)C1CCC2(CC1)NC(=O)N(CC(=O)Nc1ccccc1)C2=O (configuration not stated) was read as Pf apPOL block -4 and mHTT CaM bind 1.
CCNC(=O)N1CCCC(c2nc(CC)cs2)C1 (configuration not stated) was read as Pf apPOL block -1 and mHTT CaM bind 8.
`Clc1ccc(-c2nc(-c3cccnc3)no2)c(Cl)c1` gave Pf apPOL block 1 and mHTT CaM bind -12.
For CCOc1ccccc1/C=c1\sc2ncnn2c1=O the results were Pf apPOL block 11 and mHTT CaM bind -4.
O=C(c1cc2cc(Br)cc(Br)c2oc1=O)N1CCCCCC1 was read as Pf apPOL block -2 and mHTT CaM bind 2.
For CC(C)N(Cc1ccccc1)S(=O)(=O)c1ccc(Cl)cc1 the results were Pf apPOL block -11 and mHTT CaM bind -84.
`COc1cc(NS(=O)(=O)c2ccc([N+](=O)[O-])cc2)cc(OC)c1` gave Pf apPOL block -2 and mHTT CaM bind 6.
`CCOC(=O)CSc1nnc(NC(=O)Nc2cccs2)s1` gave Pf apPOL block 12 and mHTT CaM bind 7.
CCCCN1COc2ccc3c4c(oc3c2C1)C(=O)c1ccccc1C4=O was read as Pf apPOL block 11 and mHTT CaM bind 70*.
`COc1cc(Cl)cc(/C=C2\C(=O)NN(c3cccc(Cl)c3)C2=O)c1O` gave Pf apPOL block 0 and mHTT CaM bind 58*.
Screening Cn1c(=O)c(N2CCN(C(=O)c3ccccc3Cl)CC2)nc2ccncc21 returned Pf apPOL block 1 and mHTT CaM bind 4.
For Cc1cc(Cl)ccc1NC(=O)C(Cl)Cl the results were Pf apPOL block -17 and mHTT CaM bind -7.
For Cc1ccc(/C=N/n2c(-c3ccc(C(C)(C)C)cc3)n[nH]c2=S)cc1 the results were mHTT CaM bind inactive.
For COc1ccc(-c2coc3cc(OCc4ccc(Cl)cc4)cc(O)c3c2=O)cc1OC the results were Pf apPOL block 0 and mHTT CaM bind 15.
`CCCc1cc(=O)oc2cc(OCc3ccc(C(=O)OC)cc3)ccc12` gave Pf apPOL block 2 and mHTT CaM bind -6.
For CCCN(CCC)C(=O)C(C)Oc1ccccc1 (configuration not stated) the results were Pf apPOL block -31 and mHTT CaM bind -5.
`Cc1cc(=O)oc(C)c1C(=O)NCc1cccs1` gave Pf apPOL block -11 and mHTT CaM bind 14.
`COc1ccc(-n2nc(C(=O)NCC(=O)N3CCCC3)c3ccccc3c2=O)c(OC)c1` gave Pf apPOL block -3 and mHTT CaM bind 7.
`CCC(=O)N1c2ccc(S(=O)(=O)N(C)Cc3ccccc3)cc2CC1C` (configuration not stated) gave Pf apPOL block 5 and mHTT CaM bind 3.

Pulled one by one from the entries so far, 2 records:
For Cc1ccc(/C=N/n2c(-c3ccc(C(C)(C)C)cc3)n[nH]c2=S)cc1 the results were mHTT CaM bind inactive.
For Cc1cc(I)ccc1NC(=O)CCCOc1ccc(Cl)cc1 the results were Pf apPOL block -4 and mHTT CaM bind -5.

Continued.
Screening CC(C)(C)NC(=O)Cn1c(=O)n(-c2ccc(F)cc2)c2ncccc21 returned Pf apPOL block 1 and mHTT CaM bind 0.
For O=C(Nc1nncs1)c1c(Cl)cccc1Cl the results were Pf apPOL block 2 and mHTT CaM bind 1.
`CC(C)c1ccc(NC(=O)CSc2n[nH]c(=O)n2C2Cc3ccccc3C2)cc1` gave Pf apPOL block -7&-4.
Cc1ccccc1Cn1c(CN2CCN(c3ccc(F)cc3)CC2)nc2c1c(=O)n(C)c(=O)n2C was read as Pf apPOL block -5 and mHTT CaM bind 30.
CNC(=O)NC1CCN(C(=O)c2ccccc2)C1 (configuration not stated) was read as Pf apPOL block -2 and mHTT CaM bind -4.
Screening CC(C)(C)NNC(=S)Nc1cccc(F)c1 returned Pf apPOL block 0&2.
Screening COc1ccc(C2SCCN2S(=O)(=O)c2ccc(C)cc2)cc1[N+](=O)[O-] (configuration not stated) returned Pf apPOL block 1 and mHTT CaM bind 7.
Screening CCc1ccc(CNC(=O)C(C)C2CCN(S(=O)(=O)c3c(C)noc3C)CC2)cc1 (configuration not stated) returned Pf apPOL block -1 and mHTT CaM bind 2.
Screening O=S(=O)(c1c(Cl)sc(Cl)c1Br)N1CCSCC1 returned Pf apPOL block 9&-1.
`CCN1CCN(Cc2c(NC(=O)c3ccccc3F)sc(C)c2C)CC1` gave Pf apPOL block -4 and mHTT CaM bind -10.
`Cc1cc(=O)[nH]c(SCc2nc3ccccc3n2C)n1` gave Pf apPOL block 1 and mHTT CaM bind -3.
For COc1ccc(OCc2nc(C(=O)N3CCOCC3)cs2)cc1 the results were Pf apPOL block 5 and mHTT CaM bind 0.
Screening CCOc1ccc(S(=O)(=O)Nc2cnc3ccccc3c2)cc1 returned Pf apPOL block 8 and mHTT CaM bind -4.
S=c1[nH]nc(-c2ccc(Cl)cc2Cl)n1-c1cccnc1 was read as Pf apPOL block 3.
For C=CCn1c(O)c(CN2CCN(C)CC2)c(C)c(C#N)c1=O the results were Pf apPOL block -1 and mHTT CaM bind 2.
`C=C[C@@H]1c2ccccc2N(S(=O)(=O)c2ccc(C)cc2)[C@H](c2ccc(C(F)(F)F)cc2)C1(C#N)C#N` gave Pf apPOL block -1 and mHTT CaM bind 1.
`O=C(CCC1CCCC1)NC1CCN(c2nnc3ccc(C(F)(F)F)cn23)CC1` gave Pf apPOL block 0 and mHTT CaM bind 1.
Screening Cc1ccc(NC(=O)CN2CCc3ccccc3C2C(=O)N2CCCCC2)cc1Cl (configuration not stated) returned Pf apPOL block -4 and mHTT CaM bind 1.
Screening Cc1ccc(Cl)cc1NC(=O)CNS(=O)(=O)c1ccc(Br)s1 returned Pf apPOL block 8 and mHTT CaM bind 12.
Screening COc1ccc(-c2noc(-c3ccc(NCc4ccc(C)cc4)nc3)n2)cc1 returned Pf apPOL block -1 and mHTT CaM bind -8.
`COc1ccc(-c2nc3cc(C)ccn3c2NC(=O)C(C)Cl)cc1OC` (configuration not stated) gave Pf apPOL block 13 and mHTT CaM bind 25.
Screening O=C(O)C1C2C=CC(C2)C1C(=O)NCc1ccc(Cl)c(Cl)c1 (configuration not stated) returned Pf apPOL block 0 and mHTT CaM bind -6.
`COc1cc(C=C2SC(=S)N(c3ccc4c(c3)OCO4)C2=O)cc(OC)c1OC` gave Pf apPOL block -5 and mHTT CaM bind 17.
For COc1ccc(S(=O)(=O)N2CCCC(C)(C(=O)NCc3ccccc3)C2)cc1OC (configuration not stated) the results were Pf apPOL block 2 and mHTT CaM bind 12.
Screening O=C(NCC1OCCc2ccccc21)C(c1ccccc1)c1ccccc1 (configuration not stated) returned Pf apPOL block 1 and mHTT CaM bind 0.
CCC(O)C#CC(C)(O)CCC=C(C)C (configuration not stated) was read as Pf apPOL block -7 and mHTT CaM bind -2.
For CCCn1c(C2CCN(C(=O)Nc3ccc4c(c3)OCCO4)C2)nc2cccnc21 (configuration not stated) the results were Pf apPOL block -2 and mHTT CaM bind -2.
`O=S(=O)(Nc1ccc(F)cc1)c1cccn2cnnc12` gave Pf apPOL block 62* and mHTT CaM bind 45.
CC(=O)Nc1ccc(S(=O)(=O)Nc2ccc(I)cc2)cc1 was read as Pf apPOL block -10 and mHTT CaM bind 1.
CCCCNC(=O)c1c[nH]c2ccc(S(=O)(=O)N3CC(C)CC(C)C3)cc2c1=O (configuration not stated) was read as Pf apPOL block -8 and mHTT CaM bind 6.
For Cc1nnsc1C(=O)N1CC(=O)Nc2ccccc21 the results were Pf apPOL block -12 and mHTT CaM bind -11.
For O=C(c1noc2c1CCCC2)N1CCCc2ccccc21 the results were Pf apPOL block -2 and mHTT CaM bind -8.
For Cc1ccc(S(=O)(=O)NCC2CCC(C(=O)NCc3ccccc3Cl)CC2)cc1 (configuration not stated) the results were Pf apPOL block -8 and mHTT CaM bind -1.
For NCCSSCCN the results were Pf apPOL block -3.
`COc1cccc(NC(=O)C2C3CC/C=C\CCC32)c1` (configuration not stated) gave Pf apPOL block -1 and mHTT CaM bind -26.
`CCCC1CCC(C2=N/C(=C/c3ccc(OC)cc3OC)C(=O)O2)CC1` (configuration not stated) gave Pf apPOL block -1 and mHTT CaM bind 1.
For Cc1cccn2c(=O)c(C=NC(C)c3ccccc3)c(NC(C)c3ccccc3)nc12 (configuration not stated) the results were Pf apPOL block -4 and mHTT CaM bind 0.

Gathered by group, those above containing fluorine.
`Cc1cc(NC(=O)C2CCc3sc(C(=O)N4CCOCC4)cc3C2)ccc1F` (configuration not stated) gave Pf apPOL block -3 and mHTT CaM bind 34.
For O=C(Nc1ccccc1C#Cc1ccccc1NC(=O)c1ccccc1F)c1ccccc1F the results were Pf apPOL block -4 and mHTT CaM bind 0.
COc1cccc(C2=Cc3ccc(F)cc3C(CC(C)=O)N2c2ccc(-c3cc(OC)c(OC)c(OC)c3)cc2)c1 (configuration not stated) was read as Pf apPOL block -3 and mHTT CaM bind -25.
Screening CC(C)(C)NC(=O)Cn1c(=O)n(-c2ccc(F)cc2)c2ncccc21 returned Pf apPOL block 1 and mHTT CaM bind 0.
Cc1ccccc1Cn1c(CN2CCN(c3ccc(F)cc3)CC2)nc2c1c(=O)n(C)c(=O)n2C was read as Pf apPOL block -5 and mHTT CaM bind 30.
Screening CC(C)(C)NNC(=S)Nc1cccc(F)c1 returned Pf apPOL block 0&2.
`CCN1CCN(Cc2c(NC(=O)c3ccccc3F)sc(C)c2C)CC1` gave Pf apPOL block -4 and mHTT CaM bind -10.
`C=C[C@@H]1c2ccccc2N(S(=O)(=O)c2ccc(C)cc2)[C@H](c2ccc(C(F)(F)F)cc2)C1(C#N)C#N` gave Pf apPOL block -1 and mHTT CaM bind 1.
`O=C(CCC1CCCC1)NC1CCN(c2nnc3ccc(C(F)(F)F)cn23)CC1` gave Pf apPOL block 0 and mHTT CaM bind 1.
`O=S(=O)(Nc1ccc(F)cc1)c1cccn2cnnc12` gave Pf apPOL block 62* and mHTT CaM bind 45.

These rows are one share of the data; the hit share may differ from the screen's.
